CHOP inhibitor: inhibitors of CHOP promoter induction, primary screen, cell-based, unfolded protein response, luciferase reporter | AID 2732, 2010 | CHO-K1 CHOP-promoter luciferase, tunicamycin-induced, 15-18 h | inhibition, % at 10 µM | 3.8% of 220,000 active;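 active = compounds that reduced the stress-induced luciferase reporter signal by more than about 70% of percent inhibition, limit read from the data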;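 also: 0% = tunicamycin plus vehicle and 100% = wells without tunicamycin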
S1P4 ag: S1P4 receptor agonists, primary screen, cell-based; Sphingosine 1-phosphate receptor 4 (Homo sapiens), O95977; S1P4-expressing cell line, agonist reporter assay; activation, % at 4.98 µM; 0.35% of 220,000 active; in the data active = activation above about 11%;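 also: 0% = DMSO vehicle and 100% = reference agonist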
NCF1 inh: p47phox/p22phox peptide binding inhibitors, primary screen, biochemical, uHTS, NADPH oxidase regulatory subunit. inhibition, % at 24.7 µM. AID 1274, 2008. 0.53% of 220,000 active. fluorescence polarization, 2 h. Neutrophil cytosol factor 1 (Homo sapiens), P14598;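 active = inhibition above about 30%, limit read from the data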;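 also: 0% = p47phox with labelled peptide and 100% = labelled peptide alone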
Target sequence (P14598 whole entry, looked up): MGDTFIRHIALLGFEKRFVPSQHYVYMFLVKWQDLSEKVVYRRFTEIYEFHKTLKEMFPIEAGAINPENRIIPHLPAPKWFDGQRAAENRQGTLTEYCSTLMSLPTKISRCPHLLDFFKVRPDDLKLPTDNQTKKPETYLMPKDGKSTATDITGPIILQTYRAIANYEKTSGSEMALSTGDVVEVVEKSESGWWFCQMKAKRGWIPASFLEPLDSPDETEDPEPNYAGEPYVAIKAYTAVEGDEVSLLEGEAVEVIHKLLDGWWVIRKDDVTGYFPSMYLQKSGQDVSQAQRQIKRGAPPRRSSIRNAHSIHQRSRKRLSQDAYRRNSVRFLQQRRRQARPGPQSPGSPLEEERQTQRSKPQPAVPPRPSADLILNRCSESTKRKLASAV
NPY-Y1 antag: NPY-Y1 receptor antagonists, primary screen, cell-based | Neuropeptide Y receptor type 1 (Homo sapiens), P25929 | HEK293-CNG Y1 cells, membrane potential fluorescence; NPY at EC95, then isoproterenol | inhibition, % at 3.6 µM | 1% of 200,000 active;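 active = inhibition above the campaign mean inhibition of all tested compounds plus 3 SD, cut at about 20% in these data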;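 also: 0% = DMSO wells given NPY plus isoproterenol and 100% = isoproterenol alone without NPY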
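Material: HEK293 cells with Y1 receptor plus CNG channel; times: compound incubation 1 h at room temperature, readout 45 min post-stimulation; signal: fluorescence, membrane potential probe; read-out basis: fluorescence ratio normalized to % inhibition between controls; benchmarks: full-block control isoproterenol-only wells, zero-block control NPY plus isoproterenol wells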
NPY2 pot ag: NPY-Y2 potentiators or agonists, primary screen, cell-based. activation, % at 3.6 µM. 0.45% of 220,000 active. cells expressing NPY-Y2, potentiator/agonist read-out. Neuropeptide Y receptor type 2 (Homo sapiens), P49146. AID 1359, 2008; in the data active = activation above about 27%;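 also: cells stimulated with NPY near EC25 plus isoproterenol at EC100; 0% = vehicle plus submaximal agonist and 100% = vehicle plus saturating agonist; some results beyond the cut were filed as inactive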
Target sequence (P49146 whole entry, looked up): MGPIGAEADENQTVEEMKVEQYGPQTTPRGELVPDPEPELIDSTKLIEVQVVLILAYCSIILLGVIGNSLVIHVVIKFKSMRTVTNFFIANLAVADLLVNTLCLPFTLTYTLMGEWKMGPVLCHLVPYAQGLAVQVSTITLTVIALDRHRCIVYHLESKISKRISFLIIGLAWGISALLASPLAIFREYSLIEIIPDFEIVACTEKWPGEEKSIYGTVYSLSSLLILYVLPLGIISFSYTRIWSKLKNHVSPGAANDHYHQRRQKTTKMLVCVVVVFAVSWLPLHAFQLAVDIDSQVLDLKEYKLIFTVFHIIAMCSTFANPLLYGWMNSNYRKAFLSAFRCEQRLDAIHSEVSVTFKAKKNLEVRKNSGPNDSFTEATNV
BaF3 parental: parental Ba/F3 cell viability inhibition, counter-screen for JAK2V617F inhibitor project, murine pro-B, CellTiter-Glo luminescence | CellTiter-Glo ATP luminescence | inhibition, % at 5.6 µM | 1.1% of 220,000 active;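 active = inhibition above a per-campaign cutoff, the mean inhibition of all tested compounds plus 3 SD, cut at about 27% in these data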;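 also: 0% = DMSO wells and 100% = JAK Inhibitor I control wells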
S1P4 antagonist: S1P4 receptor antagonists, primary screen, cell-based | S1P4-expressing cells, antagonist mode, reporter read-out | inhibition, % at 4.98 µM | 0.26% of 220,000 active | AID 1510, 2009; in the data active = inhibition above about 29%;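 also: 0% = wells stimulated with agonist and 100% = vehicle wells without agonist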
NPY-Y1 PAM-ag: NPY-Y1 receptor potentiators or agonists, primary screen, cell-based | Neuropeptide Y receptor type 1 (Homo sapiens), P25929 | NPY-Y1 expressing cells, potentiator/agonist activation | activation, % at 3.6 µM | 0.37% of 220,000 active | AID 1304, 2008; in the data active = activation above about 33%, passing the limit was not always enough;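 also: cells stimulated with NPY at EC10 then isoproterenol at EC100; 0% = low agonist plus stimulus and 100% = saturating agonist plus stimulus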
Ba/F3 V617F tox: reduced viability of JAK2V617F-dependent Ba/F3 cells, primary screen, JAK2V617F inhibitor project, cell-based, Ba/F3 EpoR-JAK2V617F, luminescence. ATP luminescence. 1.1% of 220,000 active. inhibition, % at 5.6 µM. AID 1446, 2008;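 active = inhibition above the campaign mean plus 3 SD over all tested compounds, cut at about 24% in these data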;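 also: cytokine-independent growth of Ba/F3 cells driven by EpoR plus mutant JAK2; 0% = DMSO-treated cells and 100% = JAK inhibitor I control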
Starred values were filed as active, the others as inactive; · = no result given; & = joins results of further samples.

| Structure | CHOP inhibitor | S1P4 ag | NCF1 inh | NPY-Y1 antag | NPY2 pot ag | BaF3 parental | S1P4 antagonist | NPY-Y1 PAM-ag | Ba/F3 V617F tox |
| --- | --- | --- | --- | --- | --- | --- | --- | --- | --- |
| CCOC(=O)c1oc2cc(O)cc(C)c2c(=O)c1-c1cscn1 | 17 | -0.8 | -8 | -6 | 1 | 1 | 3 | -15 | -2 |
| COc1ccccc1C(=O)Nc1nc2cc3c(cc2s1)OCCO3 | 24 | -1.3 | 1 | 8 | -11 | 0 | 13 | 3 | -1 |
| Cc1cc(N2CCN(C)CC2)nc2ccc(NC(=O)CCC(=O)NCc3ccco3)cc12 | -20 | -1.4 | -8 | 3 | 3 | -2 | -7 | -1 | 0 |
| CCN(CC(=O)NCc1cccs1)S(=O)(=O)c1ccc([N+](=O)[O-])cc1 | 5 | -0.8 | -3 | -1 | -13 | 6 | 12 | 9 | 4 |
| CCOC(=O)c1ccc(NC(=O)Cn2c(-c3nonc3N)nc3ccccc32)cc1 | 20 | 0.3 | -6 | 8 | -7 | 11 | -17 | 9 | 5 |
| Cc1cccc(NCc2cc(Cl)ccc2O)n1 | 19 | 1.2 | -2 | 1 | 10 | 1 | 6 | -9 | -2 |
| CCCCN(C(=O)COc1ccc(NC(C)=O)cc1)C1CCS(=O)(=O)C1 (centres undefined) | 11 | 0.8 | 16 | -2 | 8 | 5 | -2 | -30 | 0 |
| COC(=O)C1=C(C)NC(=S)NC1c1ccc(-c2ccccc2C(=O)OC)o1 (centres undefined) | -3 | 1.1 | 0 | 2 | 6 | 2 | -24 | -4 | -3 |
| Nc1ccc(Cl)cc1/C(=N/O)c1ccccc1 | 9 | -1.4 | -8 | -4 | 5 | 8 | -6 | -5 | 1 |
| O=C1NCCCC2c3c(cc(Br)c(O)c3Br)OC12N1CCCCC1 (centres undefined) | 34 | 0.4 | 8 | 2 | 2 | 0 | -11 | 0 | -4 |
| CC1(C)SC(=S)N(Cc2ccc3c(c2)OCO3)C1N(O)C(=O)NC1CCCCC1 (centres undefined) | 64 | 0.4 | -26 | -6 | -10 | 3 | -9 | 8 | 0 |
| CC(=O)N(c1ccc(C)cc1)c1nc(C)cc(C)c1C#N | -12 | 1.1 | 4 | · | 7 | 4 | 5 | 22 | -2 |
| COc1cc(C)c(Cl)cc1S(=O)(=O)n1cnc(C)c1 | 17 | 1.6 | -112 | 4 | -13 | 9 | 4 | 13 | 0 |
| O=C(NCCCN1CCN(Cc2ccccc2)CC1)C1CCN(c2nnc(-n3cccc3)s2)CC1 | 1 | 2.8 | -1 | -2 | 1 | 6 | -29 | 2 | -1 |
| COc1ccc(NC(=O)c2ccc(NC(=O)C(C)C)cc2)c([N+](=O)[O-])c1 | 21 | 0.0 | -13 | -1 | 20 | 6 | -17 | 4 | -1 |
| O=C(NN1CCOCC1)c1cc(-c2ccc(Br)cc2)nc2ccccc12 | 24 | -0.8 | 5 | 4 | 4 | 2 | -2 | 8 | -2 |
| COc1ccc(Oc2nc(C)cc(C)c2S(=O)(=O)c2ccc(C)cc2)cc1 | 7 | 0.8 | -4 | 1 | -3 | -1 | -4 | 18 | -4 |
| Cc1cc(C)nc(NCCCc2ccccc2)n1 | 38 | 0.2 | -12 | 5 | -10 | 4 | -25 | -21 | 2 |
| CCn1ncc(/C=N\NC(=O)COc2cc(C)cc(C)c2)c1C | 15 | 0.0 | 1 | 5 | -27 | 3 | -27 | -13 | 3 |
| CN1CCN(S(=O)(=O)c2ccc(NC(=O)c3ccc(Br)o3)cc2)CC1 | 8 | 0.6 | -9 | -3 | -11 | 2 | -11 | -9 | 2 |
| Brc1ccc2nc(-c3cccs3)c(NCC3CCCO3)n2c1 (centres undefined) | -17 | 0.1 | -4 | 0 | -10 | 6 | 11 | -6 | 2 |
| O=C(Cc1cccs1)NNC(=S)NC(=O)c1ccccc1 | 33 | 0.9 | -12 | 7 | 5 | 6 | -7 | 13 | -1 |
| Cc1onc(-c2c(F)cccc2Cl)c1C(=O)OCC(=O)NC(c1ccccc1)c1ccccc1 | 63 | -0.7 | -8 | 4 | -3 | 6 | -18 | 34 | 1 |
| COc1ccc(OC)c(NC(=O)CSc2nc(N)c(-c3ccccc3)c(=O)[nH]2)c1 | 2 | 0.2 | -9 | 30* | -32 | 5 | -1 | -35 | -1 |
| CCCn1c(-c2cccs2)nc2c1c(=O)[nH]c(=O)n2Cc1ccccc1 | 17 | -1.3 | 4 | 1 | -3 | 5 | -2 | -22 | 1 |
| Cc1c(C(=O)O)cc(C(C)(C)C)n1CCSCCO | 2 | 2.6 | -5 | · | -20 | -3 | -2 | 0 | 0 |
| COc1cccc2cc(C(=O)N3C(C)CCCC3C)c(=O)oc12 (centres undefined) | 1 | -0.6 | 8 | 4 | -4 | 2 | -14 | -2 | -4 |
| Cc1ccc2nsnc2c1NC(=O)c1ccccc1[N+](=O)[O-] | -1 | 3.8 | -7 | -2 | -8 | 2 | -18 | -5 | -1 |
| Cc1ccc(C)c(NC(=O)CCC(=O)N/N=C/c2ccc[nH]2)c1 | -2 | -0.1 | -74 | -3 | -6 | -1 | -5 | -3 | -1 |
| CCN1CNC(=S)N(Cc2ccccc2)C1 | 10 | -1.6 | -6 | -1 | -3 | -1 | 1 | 1 | -2 |
| CC1=CSC2=NC(=O)/C(=C\c3cccn3-c3ccc([N+](=O)[O-])cc3)C(=N)N12 | 87* | 0.1 | -39 | 2 | -13 | 11 | -19 | -30 | 0 |
| Cc1nnc(NC(=O)Oc2ccccc2)s1 | 13 | -0.6 | 7 | 1 | 2 | 3 | 2 | -4 | 2 |
| COc1ccc(Cc2c(O)nc(SCC(=O)NC34CC5CC(CC(C5)C3)C4)[nH]c2=O)cc1 | -4&8 | -0.2&0.0 | -7&-5 | 0 | 4&-6 | 2&4 | 2&-10 | 5&18 | -3&0 |
| Cn1cccc1C(C#N)c1ncc(C(F)(F)F)cc1Cl (centres undefined) | 22 | -2.2 | -3 | -5 | 6 | 3 | 8 | 12 | -1 |
| CC(C)(C)C(=O)N1CCC[C@@]1(CO)C(=O)O | 1 | -2.6 | 2 | -1 | 1 | 7 | -19 | -31 | -1 |
| COc1ccc(/C=C2\C(=O)NC(=S)N2C(=O)c2ccc(F)cc2)cc1 | 97* | 0.2 | -157 | 8 | -14 | 2 | -9 | 1 | -1 |
| O=C(CN1C2=NCCN2c2ccccc21)c1ccco1 | 10 | 1.1 | -2 | 7 | -5 | 3 | -3 | -16 | -1 |
| CC(=O)c1c(C)nc2nonc2c1N | -6 | -1.3 | -8 | 3 | 6 | 9 | -8 | 14 | -2 |
| C=CCN(Cc1cn(C)nc1-c1cccc(Cl)c1)C1CCS(=O)(=O)C1 (centres undefined) | 19 | 0.3 | -1 | 0 | 4 | 6 | -21 | 16 | -1 |
| O=c1c(Cl)nc2cc(Cl)ccc2n1CCNc1ncc(C(F)(F)F)cc1Cl | 107* | 0.0 | -12 | 0 | -8 | 8 | 2 | 26 | 0 |
| O=C(Cn1c(COc2ccccc2)nc2ccccc21)Nc1cc(Cl)c(Cl)cc1Cl | 4 | 1.4 | 3 | -2 | -2 | 3 | -18 | 18 | -1 |
| O=C(NCCN1CCOCC1)c1cc(-c2ccc(Cl)cc2)on1 | 12 | 0.7 | -10 | 3 | 5 | 7 | 0 | 12 | -3 |
| C/C(=N\NC(=O)Nc1ccccc1)c1ccc2ccccc2c1 | 80* | 0.3 | -15 | -1 | -9 | 6 | -9 | 5 | -1 |
| CC1(C)OC(=O)C(=NNc2ccccc2)C(=O)O1 | 22 | 1.1 | 9 | 1 | 4 | 0 | -3 | 13 | -2 |
| O=C(CCCN1Cc2ccccc2C1)c1ccc(F)cc1 | -3 | 2.1 | -9 | 6 | 5 | 2 | -21 | 4 | -4 |
| O=C(Nc1ccc(N2CCOCC2)nc1N1CCOCC1)c1cccc(C(F)(F)F)c1 | -11 | -1.2 | -8 | · | 7 | 5 | 7 | 15 | -4 |
| S=C(Nc1ccccc1)Nc1ccc(Cl)cn1 | 29 | -2.4 | -9 | -3 | -3 | 4 | 8 | -7 | 2 |
| COc1cc(C2C3C(=O)N(c4ccccc4)C(=O)C3ON2c2ccccc2)cc(OC)c1OC (centres undefined) | 2 | -0.4 | -6 | 0 | -5 | 1 | -10 | 3 | -4 |
| COc1ccc(-n2c(=O)c3ccccc3n(CC(=O)NCc3ccco3)c2=O)cc1 | 14 | 0.5 | 1 | -2 | 8 | 3 | 6 | 4 | 1 |
| COc1ccc(NC(=O)CS(=O)CC(=O)Nc2ccc(OC)c(OC)c2)cc1 (centres undefined) | -15 | 2.4 | -9 | 3 | -6 | 9 | -17 | -4 | 6 |
| Cc1ccc(NC(=O)COC(=O)c2ccn(C)n2)cc1 | 7 | 0.6 | -5 | -3 | 9 | 0 | -5 | -18 | 1 |
| Cc1c(NC(=O)c2ccc(-c3ccc([N+](=O)[O-])cc3Cl)o2)c(=O)n(-c2ccccc2)n1C | 43 | 0.8 | -9 | 6 | -17 | 10 | -13 | -12 | 3 |
